HTR5A ag: activates human HTR5A in OPRM1-OPRD1 agonist counter-screen | HTR5A agonist assay, luminescence, cell-based | AID 504692 | activation, % at 9.3 µM | hit rate 0.61% among 340,000 | P47898; in the data active = activation mostly above about 9.5%, no sharp cut-off; inactive = mostly below about 7.6%;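 note: 0% = cells with vehicle only and 100% = reference agonist; strong numbers were not always called active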
Target sequence (P47898 whole entry, looked up): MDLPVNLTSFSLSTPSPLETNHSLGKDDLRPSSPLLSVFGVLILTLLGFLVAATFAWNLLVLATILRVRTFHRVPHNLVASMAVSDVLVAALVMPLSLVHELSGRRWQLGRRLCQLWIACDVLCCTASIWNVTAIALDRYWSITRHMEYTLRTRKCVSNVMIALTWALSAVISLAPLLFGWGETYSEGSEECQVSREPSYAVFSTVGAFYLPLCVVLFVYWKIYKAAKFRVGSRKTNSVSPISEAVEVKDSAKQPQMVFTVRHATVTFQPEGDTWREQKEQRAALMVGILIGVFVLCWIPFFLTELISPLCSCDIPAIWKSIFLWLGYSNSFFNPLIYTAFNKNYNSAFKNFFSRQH
RTF Ca sens inh: cardiac RTF calcium desensitization | P19429+P45379 | IANBD-labeled cardiac RTF, Ca2+ fluorescence | inhibition, % at 7.15 µM | hit rate 0.12% among 340,000 | AID 493244;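 active = inhibition above the mean inhibition of all tested compounds plus 3 SD, cut at about 17% in these data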;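 note: assay run at fixed EC70 calcium of 1.6 mM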
HTR5A inv ctr: counter-screen for OPRM1-OPRD1 inverse agonists: human HTR5A inverse agonism. P47898. HTR5A cell line, luminescence. inhibition, % at 9.3 µM. hit rate 0.083% among 340,000; in the data active = inhibition mostly above about 23%, no sharp cut-off; inactive = mostly below about 18%;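 note: 0% = cells with DMSO and 100% = no-cell wells with DMSO; some compounds called inactive have numbers as strong as hits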
MOR-DOR ag: agonists of human mu-delta opioid receptor heterodimerization | cells, OPRM1-OPRD1 heterodimerization, luminescence | AID 504326 | hit rate 0.3% among 340,000 | activation, % at 9.3 µM; in the data active = activation above about 18%;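 note: 0% = vehicle-treated cells and 100% = reference agonist; values of inactives mirror those of a sister screen read the other way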
OPRM1-OPRD1 inv: mu-delta opioid heterodimer inverse agonism; cell-based MOR-DOR heterodimer luminescence; hit rate 0.21% among 340,000; inhibition, % at 9.3 µM; in the data active = inhibition above about 22%, passing the limit was not always enough;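 note: 0% = cells with DMSO and 100% = wells without cells with DMSO; values of inactives mirror those of a sister screen read the other way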
C-LANA FP: KSHV C-LANA DNA binding inhibition. MBP-C-LANA/FAM-LBS DNA binding, fluorescence polarization. inhibition, % at 9 µM. hit rate 0.078% among 340,000. AID 504423;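 active = highest replicate inhibition at or above 60% at 9 µM, even if other replicates fall short; inactive = all replicates below 60% inhibition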;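 note: 0% = neutral control wells and 100% = 4 µM acridine orange control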
V-ATPase pH: alters yeast V-ATPase proton transport; S. cerevisiae, pHLuorin cytosolic pH fluorescence; AID 504577; response, % at 10 µM; hit rate 0.37% among 350,000; in the data active = response mostly above about 7.3%, no sharp cut-off; inactive = mostly below about 5.4%; note: actives read high; inactives centre near 0; some compounds called inactive have numbers as strong as hits; reference of the scale not given here
CAL PDZ FP: CAL PDZ (human) peptide binding inhibition; Q9HD26; purified CAL PDZ, TMR-peptide fluorescence polarization, 1 h; inhibition, % at 24.9 µM; hit rate 0.92% among 300,000; AID 602252;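 active = mean inhibition of at least 30% with at least half of replicates also reaching 30%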;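 note: 0% = DMSO neutral control and 100% = excess unlabeled competitor peptide PRC23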
RTF Ca sens act: increases calcium sensitivity of human cardiac regulated thin filaments. P19429+P45379. IANBD-labeled TnC RTF fluorescence at EC20 calcium; 0% EC20 calcium, 100% full calcium. activation, % at 7.2 µM. hit rate 0.24% among 340,000. AID 493008;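 active = activation above the mean over all tested compounds plus 3 SD, cut at about 30% in these data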;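 note: rise in fluorescence read as greater calcium sensitivity of cardiac thin filaments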
Keap1 Nrf2 FP: disrupts human Keap1 binding to Nrf2 peptide. inhibition, % at 9.4 µM. hit rate 0.15% among 340,000. Keap1 Kelch-Nrf2 peptide fluorescence polarization, 1536-well; in the data active = inhibition above about 12%;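 note: human Keap1 Kelch domain with fluorescein labeled Nrf2 9mer peptide probe; 0% = neutral control wells and 100% = peptide positive control; higher means more block of Keap1 binding to Nrf2 peptide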
Target sequence (Q14145 whole entry, looked up, the tested form may be a part): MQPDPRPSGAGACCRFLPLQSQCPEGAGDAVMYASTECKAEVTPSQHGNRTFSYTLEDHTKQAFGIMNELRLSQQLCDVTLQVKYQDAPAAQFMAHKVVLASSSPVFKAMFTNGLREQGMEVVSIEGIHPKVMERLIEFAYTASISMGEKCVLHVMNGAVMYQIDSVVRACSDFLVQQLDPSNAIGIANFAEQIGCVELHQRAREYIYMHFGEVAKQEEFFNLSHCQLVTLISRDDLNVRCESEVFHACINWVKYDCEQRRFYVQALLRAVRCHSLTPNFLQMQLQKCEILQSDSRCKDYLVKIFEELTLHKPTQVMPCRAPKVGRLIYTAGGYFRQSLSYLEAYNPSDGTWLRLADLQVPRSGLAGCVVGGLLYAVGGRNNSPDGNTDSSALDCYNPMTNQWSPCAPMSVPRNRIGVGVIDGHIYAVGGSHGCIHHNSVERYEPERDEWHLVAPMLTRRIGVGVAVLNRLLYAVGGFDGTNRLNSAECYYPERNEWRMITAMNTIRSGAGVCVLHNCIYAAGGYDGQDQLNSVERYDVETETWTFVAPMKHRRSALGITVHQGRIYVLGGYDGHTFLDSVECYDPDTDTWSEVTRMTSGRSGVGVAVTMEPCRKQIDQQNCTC
The depositor's hits bear a star; x = not tested or not shown.

SMILES	HTR5A ag	RTF Ca sens inh	HTR5A inv ctr	MOR-DOR ag	OPRM1-OPRD1 inv	C-LANA FP	V-ATPase pH	CAL PDZ FP	RTF Ca sens act	Keap1 Nrf2 FP
CCN(CC(=O)Nc1ccccc1OC)C(=O)c1ccc(NC(=O)c2cccs2)cc1	-2	-2	5	-1.5	6	0.9	-1	4	-1	-1
O=C(CCCc1ccccc1)NCCCc1ccccc1	1	-5	-6	-2.3	10	-3.1	0	-8	3	-2
Cc1[nH]c2ccccc2c1C(=O)CN1C(=O)NC2(CC(C)CC(C)(C)C2)C1=O (stereo not drawn)	8	1	-9	0.6	-3	-0.2	1	4	-11	-4
CCN(CC)CCCNC(=O)C1CCC(=O)N(c2ccc(OC)cc2)C1c1ccc(F)cc1 (stereo not drawn)	3	-4	-25	-0.1	0	-0.4	-1	0	1	4
Nc1nc(N)c(N=Nc2ccc(S(N)(=O)=O)cc2)c(=O)[nH]1	0	-6	2	-2.5	12	2.8	3	-6	2	-5
CCOC(=O)C1CCCCN1Cc1cccc(F)c1 (stereo not drawn)	10	2	-25	1.4	-9	2.0	-2	0	3	4
Oc1ccccc1O	1	-10	10	-2.2	12	2.7	0	-5	6	-7
Cc1ccc(Cn2c(C3CCCN3c3nc(-c4ccc(F)cc4)cs3)nc3cc(C(F)(F)F)ccc32)cc1 (stereo not drawn)	2	-2	-2	-1.9	8	-2.1	-2	-1	-2	-5
Nc1nc(-c2ccc(Cl)cc2)cc(C(F)(F)F)n1	5	-2	-25	2.6	-14	-0.7	-2	x	-3	0
CN(C)S(=O)(=O)c1cccc(NC(=O)Cn2cnc3ccccc3c2=O)c1	3	0	22	0.4	-2	-0.7	1	-2	-16	1
CCOC(=O)CSc1nnc2n(Cc3ccccc3)c(=O)c3c4c(sc3n12)CCC4	4	-1	1	-1.4	8	-1.7	-1	4	-6	-1
CCOC(=O)c1ccc(S(=O)(=O)NNC(=O)c2ccc3c(c2)nc(C)n3CC)cc1	3	-1	-2	-0.7	3	-0.2	1	x	0	-4
O=C(c1cc(-c2cccnc2)nc2ccccc12)N1CCN(S(=O)(=O)c2ccc(Cl)s2)CC1	5	-6	-13	0.3	-1	-0.2	6	-4	0	-4
Cc1ccccc1N=Nc1c(C)[nH]n(C(N)=S)c1=O	1	2	18	-1.3	7	-4.9	-7	-4	-11	3
Nc1c(-c2ccc3c(c2)OCCO3)oc2ccccc2c1=O	-4	-4	16	-1.4	9	2.1	0	-2	-5	1
CCN1CCN(c2ncc3c(n2)CC(c2ccc(OC)c(OC)c2)CC3=O)CC1 (stereo not drawn)	0	1	-10	-2.0	10	-0.1	1	-1	0	-5
Brc1ccc(-c2csc3ncnc(-n4nnc5ccccc54)c23)cc1	3	-3	-10	0.7	-4	1.5	1	0	0	-4
COc1cccc(C(=O)OCC(=O)NCc2ccc3c(c2)OCO3)c1OC	-2	-4	8	-2.4	12	1.2	0	5	-3	3
CC(C)(C)S(=O)(=O)/C(C#N)=C/c1sccc1C1OCCO1	-1	-13	2	-1.2	6	-0.6	2	-7	12	-5
Cc1[nH]n(C(N)=S)c(=O)c1N=Nc1cc(C(F)(F)F)ccc1Cl	-3	3	12	-4.0	18	-0.1	-3	0	2	-1
CC(C)(C)CN1C(=O)C(=O)NC[C@H]1Cc1cccc2ccccc12	-5	-10	7	-1.6	9	2.3	0	-7	1	-1
COc1ccc(OCCC(=O)Nc2nccs2)cc1	0	-3	1	-1.5	7	-1.4	8	-3	-2	4
COc1cc([C@@H]2[C@H]3CNCC=C3C(C#N)=C(N)C2(C#N)C#N)ccc1OC(C)C	3	-20	7	-4.5	19	3.2	3	x	15	-27
Cc1ccc(S(=O)(=O)N2CCCC(C(=O)N(Cc3cccs3)C3CC3)C2)cc1 (stereo not drawn)	3	-3	-23	-0.3	2	-2.2	1	-2	1	-3
CC1CCN(CCOc2cc(Cl)ccc2Cl)CC1	1	0	-16	-1.3	7	-0.8	2	x	-4	-1

Next section.
SMILES	HTR5A ag	RTF Ca sens inh	HTR5A inv ctr	MOR-DOR ag	OPRM1-OPRD1 inv	C-LANA FP	V-ATPase pH	CAL PDZ FP	RTF Ca sens act	Keap1 Nrf2 FP
COC(=O)C12OCC34C(CC5C(C)=C(O)C(=O)CC5(C)C3C(O)C1O)OC(=O)C(OC(=O)C=C(C)C)C24 (stereo not drawn)	-1	-6	2	-0.9	4	0.3	7	-3	0	-4
CCOc1ccc(N(C(=O)CNC(=O)c2ccco2)C(C(=O)NCC2CCCO2)c2ccccc2)cc1 (stereo not drawn)	0	-12	-1	-2.0	11	0.3	9	0	-4	-3
Cc1onc(-c2c(Cl)cccc2Cl)c1NC(=O)NNc1c(Cl)cncc1Cl	3	-7	-10	-3.8	19	-1.3	-4	-3	-4	1
CCSc1nc(-c2ccc(OC)cc2)cc(-c2ccc(OC)cc2)c1C#N	0	-7	-3	-3.7	17	-2.5	-3	-3	0	0
CC(C)C(C(=O)NC1CCCC1)N(CC1CCCO1)C(=O)CNS(=O)(=O)c1ccccc1 (stereo not drawn)	0	-5	-1	1.4	-10	-0.3	-4	-1	-1	4
CCOC(=O)c1c(C)[nH]c(C(C)=O)c1C	-3	-4	-37	-3.4	17	1.0	-2	-3	-3	-2
COc1cccc(-c2cc(C(=O)Nc3cnn(Cc4ccc(F)cc4)c3)no2)c1	3	4	-22	7.8	-40	-0.4	2	x	-2	-1
O=S(=O)(NCc1ccc2c(c1)OCO2)c1ccc(Cl)s1	-3	0	17	-0.8	3	-1.7	-5	1	0	-1
CCn1cnc2cc(NC(=O)COc3ccc(C)cc3)ccc21	3	-10	-10	-0.6	3	0.5	-2	x	14	0
CCOc1ccc(CCNC(=O)C2CCC(=O)N2C2CCCCC2)cc1OCC (stereo not drawn)	2	2	19	-1.2	7	1.0	1	0	-3	-3
Cc1nnsc1-c1onc(C)c1C(=O)Nc1cc(Cl)cc(Cl)c1	6	0	-36	10	-54	-1.0	-5	-6	-1	0
Cc1cc(C)c([C@@H]2C[C@H]3CN(C4CCCC4)C(=O)[C@]34CCCN24)c(-n2cccn2)c1	1	-4	-4	-0.9	4	5.4	0	2	11	-5
COC(=O)C1=C(C)NC2=C(C(=O)c3ccccc32)C1c1ccc(-c2ccc(C(=O)O)cc2)o1 (stereo not drawn)	6	-1	32	1.8	-9	-3.0	-3	-4	2	-21
COc1ccc(/C=C/C(=O)OCC(=O)Nc2cc(C(F)(F)F)ccc2Cl)cc1	-3	-7	7	0.5	-3	1.0	-3	-3	0	7
CCC(C)NC(=O)c1ccc2c(c1)S(=O)(=O)c1ccccc1C2=O (stereo not drawn)	6	-5	21	-0.4	2	1.0	4	-2	-1	-3
Cc1ccccc1C(=O)Nc1cccc(-c2nnc(SCC(=O)O)n2C)c1	-4	-6	10	-2.5	11	-1.1	0	3	-4	-1
COCCN(Cc1cc2cc(C)ccc2n2nnnc12)C(=S)Nc1cccc(C)c1	-3	-2	2	-3.6	18	-0.2	-2	0	-1	3
CCOC(=O)C1=C(Cn2cnc3ccccc32)NC(=O)NC1c1ccc(Cl)cc1 (stereo not drawn)	x	-4	x	x	x	2.2	-3	-2	-6	-2
CCC(C(=O)NC1CCCC1)N(C(=O)Cn1nnc(-c2ccc(C)o2)n1)c1ccccc1OC (stereo not drawn)	-1	-31	4	2.5	-20	-2.0	-3	-5	6	0
O=C(NCc1ccncc1)C1CCN(S(=O)(=O)c2ccccc2)CC1	3	-14	1	-0.6	4	2.1	-1	-2	-6	-1
OCCC1CN(Cc2cccc(OC3CCCC3)c2)CCN1Cc1ccsc1 (stereo not drawn)	0	-3	-10	2.7	-13	-0.2	-1	x	3	-6
COc1cc(C2C(C(=O)c3ccco3)=C(O)C(=O)N2c2cc(C)on2)cc(Br)c1O (stereo not drawn)	0	-7	0	-0.4	2	-0.6	-1	x	8	-4
Cc1cc(C)nc(CCNC(=O)C2CCC(=O)N(Cc3ccccc3F)C2)n1 (stereo not drawn)	1	-1	-5	-4.0	21	-0.3	0	0	1	-3
Oc1cccc(/C=N/Nc2ncnc3c2ncn3Cc2ccccc2)c1	2	5	-14	0.2	-1	0.5	3	-2	5	-2
Cc1cc(CNC(=O)Cn2cc([N+](=O)[O-])cn2)c2ccccc2n1	0	-3	-1	0.6	-3	0.8	2	-6	11	2

An excerpt of these results, in CSV form.
smiles,HTR5A ag,RTF Ca sens inh,HTR5A inv ctr,MOR-DOR ag,OPRM1-OPRD1 inv,C-LANA FP,V-ATPase pH,CAL PDZ FP,RTF Ca sens act,Keap1 Nrf2 FP
CCSc1nc(-c2ccc(OC)cc2)cc(-c2ccc(OC)cc2)c1C#N,0,-7,-3,-3.7,17,-2.5,-3,-3,0,0
CC(C)C(C(=O)NC1CCCC1)N(CC1CCCO1)C(=O)CNS(=O)(=O)c1ccccc1 (stereo not drawn),0,-5,-1,1.4,-10,-0.3,-4,-1,-1,4
CCOC(=O)c1c(C)[nH]c(C(C)=O)c1C,-3,-4,-37,-3.4,17,1.0,-2,-3,-3,-2
COc1cccc(-c2cc(C(=O)Nc3cnn(Cc4ccc(F)cc4)c3)no2)c1,3,4,-22,7.8,-40,-0.4,2,x,-2,-1

Going on with the list.
SMILES	HTR5A ag	RTF Ca sens inh	HTR5A inv ctr	MOR-DOR ag	OPRM1-OPRD1 inv	C-LANA FP	V-ATPase pH	CAL PDZ FP	RTF Ca sens act	Keap1 Nrf2 FP
NS(=O)(=O)c1ccc(CCNC(=O)CCCn2c(=O)[nH]c3ccc(Br)cc3c2=O)cc1	3	2	4	-2.7	13	-0.2	3	-3	-1	-1
COc1ccc(CNC(=O)Nc2ccc(C)cc2C)cc1	-1	-1	2	-3.6	18	-0.6	1	-2	1	-2
O=C(c1cc(F)c(F)cc1Cl)N1CCOCC1	-3	1	-5	-1.9	11	-1.5	2	0	6	-2
CCCOc1ccc(/C=C/C(=O)Nc2ccc([N+](=O)[O-])cc2)cc1	6	2	4	9.0	-47	1.5	1	0	8	-2
CC(=O)N(C)c1ccc(N=Nc2c(C)[nH]n(C(N)=S)c2=O)cc1	-7	-16	4	-4.3	20	1.3	-1	-7	1	-4
COc1cccc(CN(C)C(=O)c2ccc3nccnc3c2)c1	1	-11	-9	0.2	-1	2.0	-3	5	2	-3
Cc1nnc(Sc2cc(C(=O)NCCCN(C)Cc3ccccc3)c3ccccc3n2)s1	-1	-7	-2	-2.3	12	-2.6	-3	-15	-4	-1
CC1CC(C)(C)Nc2ccc(N=O)cc21 (stereo not drawn)	0	-5	1	-1.2	6	-0.5	-1	1	3	0
CCN(CC)S(=O)(=O)c1ccc2c(c1)nc(CCC(=O)O)n2CC	0	-2	1	-3.5	17	1.1	-4	-2	3	4
COc1ccc(-c2cc(=O)c3ccccc3s2)cc1	-2	2	6	-1.0	6	-0.5	2	-4	-2	0
CCOC(=O)C1=C(C)NC(=O)NC1c1ccc(OCCO)c(OC)c1 (stereo not drawn)	-1	-23	17	0.5	-3	-1.5	3	-3	15	-4
COc1ccc(-n2nnnc2-c2cccc(OC)c2)cc1	-2	-2	-20	-2.6	14	0.2	3	1	3	-1
COc1ccc(F)cc1S(=O)(=O)n1nc(C)cc1C	-3	1	21	-0.8	4	1.3	-2	x	1	-2
Cc1ccc(NC(=O)CNC(=O)c2ccco2)cc1	6	-4	-23	-1.4	7	-1.2	-5	2	-2	-2
COc1ccc(-c2ccc(SCC(=O)NCC3CCCO3)nn2)cc1OC (stereo not drawn)	-6	6	17	-3.8	18	2.8	3	3	4	-5

Screens from PubChem.
